RGS4 inhibitor = blocks human RGS4-accelerated GTP hydrolysis | Transcreener GDP fluorescence polarization, RGS4-accelerated GTP hydrolysis | Potency, µM (highest dose often 114 µM), inactives show at the highest dose activity change, negative = inhibition, most hits filed as inhibitors | AID 504845 | P49798 | 390,000 tested, 0.039% active; note: potency is the fitted concentration of half-maximal effect; % is set by controls: 0 for no effect and ±100 for the full control effect; nearly all actives have a fitted effect of over 75% in size; some results filed as inactive show a strong effect at the top dose
Target sequence (P49798 whole entry, looked up): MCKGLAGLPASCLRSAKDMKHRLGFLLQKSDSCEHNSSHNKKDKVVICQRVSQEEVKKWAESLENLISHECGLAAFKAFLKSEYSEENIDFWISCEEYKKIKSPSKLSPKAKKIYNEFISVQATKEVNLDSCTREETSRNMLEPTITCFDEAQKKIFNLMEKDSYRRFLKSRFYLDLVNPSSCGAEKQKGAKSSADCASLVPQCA
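MLSMR compounds (23 nl, pin-transferred) preincubated 10 min at room temperature with a 500nM (2x) first reagent, then RGS4 at 900nM (2x) plus Transcreener GDP mix added; fluorescence polarization (620/688 nm) read before and after 90 min at 30 °C.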
POLK inh = inhibitors of human DNA polymerase kappa; Potency, µM (top dose mostly 107 µM), for inactives: top-dose activity, negative = inhibition, most hits filed as inhibitors; Q9UBT6; purified Pol kappa, fluorescent DNA synthesis assay, 10 min; 400,000 tested, 0.53% active; AID 588579; note: potency is the fitted concentration of half-maximal effect; % is set by controls: 0 for no effect and ±100 for the full control effect
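Here, compound and 10 nM enzyme are combined for 15 min at room temperature; adding 50 nM substrate (final) starts DNA synthesis, tracked by fluorescence at 0 and 10 min against buffer-only wells.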
ALOX12 inh = inhibitors of human 12S-lipoxygenase ALOX12 | P18054 | purified 12hLO, xylenol orange hydroperoxide absorbance | Potency, µM (doses to about 108 µM), inactives show top-dose activity change, negative = inhibition, most hits filed as inhibitors | 580,000 tested, 1.1% active; note: potency is the fitted concentration of half-maximal effect; % is set by controls: 0 for no effect and ±100 for the full control effect
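Purified human 12hLO at 150 nM in 25 mM Hepes, 0.01% Triton X-100, pH 7.0, preincubated 15 min at room temperature with compound. Reaction started with 40 uM arachidonic acid, 30 min at room temperature. Hydroperoxide measured by Fe-xylenol orange, 573/405 nm absorbance ratio.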
LDHA inh = inhibitors of human lactate dehydrogenase A; 480,000 tested, 0.15% active; purified LDHA, NADH/diaphorase-resazurin fluorescence; active compounds read low; AID 1347041; activity change, % (values are at about 110 or 230 µM); P00338; in the data active = activity change below about -30%; inconclusive = mostly about -25% to -30%;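 note: plate controls were DMSO wells for no effect and wells without enzyme for full effect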
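Human LDH5 at 2 nM final in Tris HCl pH 7.4 with 0.06 mM NADH and 0.2 mM pyruvate, reacted 5 minutes at room temperature. Remaining NADH coupled via diaphorase/resazurin; resorufin fluorescence read at 0 and 20 minutes, normalized to enzyme-free and DMSO wells.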
APE1 inh = APE1 (human) endonuclease inhibition | recombinant APE1, TAMRA/BHQ-2 abasic DNA cleavage fluorescence | Potency, µM (top dose mostly 65.8 µM), for inactives: at the highest dose activity change, negative = inhibition, usual class: inhibitors | P27695 | 350,000 tested, 0.35% active;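 note: potency is the fitted concentration of half-maximal effect; plate controls were vehicle for no effect and reference inhibitor for full effect; nearly all actives have a fitted effect of over 55% in size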
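Measures dequenching upon AP-site incision of a 5'-TAMRA/3'-BHQ-2 THF-containing duplex, 50 nM; human APE1 0.75 nM after 15 min room-temperature exposure to compound; kinetic three-point read at one-minute spacing.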
Pol beta inh = inhibitors of human DNA polymerase beta; P06746; Pol beta primer extension/strand displacement, fluorescence kinetic; Potency, µM (titrated, usually from 114 µM), for the others: at the top dose activity change, negative = inhibition, usual class: inhibitors; 340,000 tested, 1.3% active; AID 485314; note: potency is the fitted concentration of half-maximal effect; % is set by controls: 0 for no effect and ±100 for the full control effect
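10 nM enzyme + cpd, 15 min RT; start with substrate 50 nM final; read 0 min and after 10 min RT. Corrected, normalized data; 4-parameter Hill curve fit.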
POLH inh = DNA polymerase eta (human) inhibition; recombinant Pol eta, fluorescent DNA replication assay; Potency, µM (doses to about 114 µM), for inactives: top-dose activity change, negative = inhibition, actives largely listed as inhibitors; 390,000 tested, 1.2% active; note: potency is the fitted concentration of half-maximal effect; % is set by controls: 0 for no effect and ±100 for the full control effect
Target sequence (Q9Y253 whole entry, looked up): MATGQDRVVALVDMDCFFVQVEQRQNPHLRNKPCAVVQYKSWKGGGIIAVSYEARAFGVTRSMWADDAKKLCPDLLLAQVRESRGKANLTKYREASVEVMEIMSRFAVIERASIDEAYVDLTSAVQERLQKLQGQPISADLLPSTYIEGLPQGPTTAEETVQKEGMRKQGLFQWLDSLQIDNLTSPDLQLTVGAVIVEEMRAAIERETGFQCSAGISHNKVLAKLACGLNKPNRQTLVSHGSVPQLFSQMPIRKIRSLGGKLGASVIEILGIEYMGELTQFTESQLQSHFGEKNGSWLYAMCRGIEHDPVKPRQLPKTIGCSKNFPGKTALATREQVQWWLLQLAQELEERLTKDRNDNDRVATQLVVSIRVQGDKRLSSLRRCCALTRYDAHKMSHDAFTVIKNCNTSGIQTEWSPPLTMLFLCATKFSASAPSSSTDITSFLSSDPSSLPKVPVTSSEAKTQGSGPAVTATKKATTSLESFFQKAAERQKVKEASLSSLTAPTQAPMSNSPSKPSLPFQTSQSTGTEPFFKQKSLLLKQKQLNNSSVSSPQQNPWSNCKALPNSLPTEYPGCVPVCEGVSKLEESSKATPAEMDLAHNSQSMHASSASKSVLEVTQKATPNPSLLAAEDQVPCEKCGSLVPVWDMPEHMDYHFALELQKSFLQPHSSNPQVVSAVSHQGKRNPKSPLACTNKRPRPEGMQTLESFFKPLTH
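Pol eta (10 nM) was preincubated with compounds for 15 min at room temperature, after which fluorescent replication substrate (50 nM final) was added to start the reaction. Fluorescence was read kinetically at 0 and 10 min.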
ERG Ets-DNA blk = ERG Ets/DNA interaction inhibition | P11308 | fluorescence polarization, His-ERG Ets domain / labelled DNA | Potency, µM (titrated, usually from 76.9 µM), without a hit: at the highest dose FP activity, negative = inhibition, most hits filed as inhibitors | 370,000 tested, 0.028% active; active = well fitted inhibition curve with a large enough effect in the polarisation, with a control signal flat; inconclusive = small, poorly fitted or top-dose-only effect, or effect the other way, or a change in a side signal; inactive = no such curve, though single readings can be large or run the other way; the % refers to the polarisation;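 note: polarization taken with two DNA probes labelled with fluorescein and Texas red; potency is the fitted concentration of half-maximal effect; % of control where 0% means no effect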
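His-tagged ERG Ets domain (1 uM in the protein solution; 300mM KCl, 50mM Tris-HCl, 1mM EDTA, 1mM DTT, pH 7.5) received compound, then a probe mix of 5 nM fluorescein-DNA and 100nM Texas-615-DNA. Fluorescence polarization was read for both dyes.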
Anesthetic bind = binds horse apoferritin like a general anesthetic | Potency, µM (top dose mostly 77.5 µM), for inactives: top-dose activity change, negative = displacement, actives largely listed as inhibitors | 350,000 tested, 0.074% active | apoferritin/1-aminoanthracene competitive binding, fluorescence | P02791; note: potency is the fitted concentration of half-maximal effect; % is set by controls: 0 for no effect and ±100 for the full control effect; nearly all actives have a fitted effect of over 20% in size
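10 uM apoferritin + 50% sat. 1-AMA, PBS; cpd 10 min RT; Ex380/Em535 endpoint; normalized to free probe vs complex; 4-param Hill fit; propofol titration as pos. ctrl.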
Starred values were filed as active, the others as inactive; i = inactive; u = inconclusive; x = no result given; & = joins results of further samples; [ ] = remark or other dose. Unless noted, calls come from the whole dose curve; as a rule, active = well fitted curve in the direction sought with a large enough effect; inconclusive = small, poorly fitted or top-dose-only effect, or another doubt; inactive = no such curve, though single readings can be large; an effect the other way counts as inactive or inconclusive.

SMILES	RGS4 inhibitor	POLK inh	ALOX12 inh	LDHA inh	APE1 inh	Pol beta inh	POLH inh	ERG Ets-DNA blk	Anesthetic bind
CCCCCCn1c(=O)c(C(=O)Nc2cnccn2)c(O)c2ccccc21	-21%	-2%	11%	1	4%	-22%	-5%	-7%	-4%
O=c1[nH]c(=O)n(CCc2ccccc2)c(O)c1C=NCc1ccc2c(c1)OCO2	-12%	-13%	-9%	-10	-1%	u	9%	-11%	-10%
CCN1CCN(Cc2cc(OC)c3c(c2)OCO3)CC1	22%	22%	u	-2	20%	22%	-11%	4%	5%
O=C(c1cc(Br)ccc1Cl)N1CCC2(CC1)OCCO2	-17%	-3%	3%	-5	16%	1%	-7%	-5%	-7%
FC(F)(F)c1ccc2c(c1)ncn2C1CCN(Cc2nnnn2C2CCCCC2)CC1	-8%	3%	-9%	0	-8%	29%	-10%	-3%	-6%
CC(C)CC(=O)Nc1ccc(S(=O)(=O)N2CC3CC(C2)c2cccc(=O)n2C3)cc1 (stereo not given)	12%	-20%	-10%	-8	15%	x	-5%	4%	x
Cc1cc(C)c(C2=NOC(O)(C(F)(F)F)C2)c(=O)[nH]1 (stereo not given)	-1%	-4%	0%	-11	1%	15%	-14%	-6%	-6%
COc1ccc(C(CC(=O)N2CCC3(CC2)OCCO3)NS(=O)(=O)c2ccc(OC)cc2)cc1 (stereo not given)	-15%	-6%	0%	-8	1%	10%	-8%	2%	-5%
CC(C)=CC1C(C(=O)OCc2cccc(Oc3ccccc3)c2)C1(C)C (stereo not given)	x	-6%[19.4 µM]	-12%	x	-3%	x	x	x	6%
O=C1NC(=O)C(CCc2ccncc2)(c2ccccc2)C(=O)N1	-9%	8%	0%	-2	-3%	0%	1%	2%	1%
COC(=O)C1C(C(=O)O)C2(Cl)C(Cl)=C(Cl)C1(Cl)C2(Cl)Cl (stereo not given)	-17%	-23%	-20%	-6	x	x	-5%	-2%	x
COC(=O)C1=C(c2ccc(OC)c(OC)c2)C[C@@H]2CC[C@H]1N2C(=O)NCc1ccc(F)cc1	0%	-16%	-1%	0	38%	x	-10%	1%	x
Cc1ccccc1CN1CCCN(Cc2ccc(Cl)cc2)S1(=O)=O	8%	-12%	u	-5	2%	-20%	0%	-12%	47%[activator]
CC(=O)Nc1ccc(S(=O)(=O)N2CCSC2c2ccc(C)cc2)cc1 (stereo not given)	15%	-5%	19%	-1	5%	-11%	-11%	-10%	u
Cc1ccc(N=C(/N=C(\N)N[N+](=O)[O-])Nc2ccc(C)cc2)cc1	-5%	-5%	406%[activator]	-7	x	x	-1%	-6%	x
O=[N+]([O-])NC1=NCN(Cc2ccco2)CN1Cc1ccco1	u	-9%	-17%	-3	-1%	u	u	11%	13%
CC(=O)O[C@@H]1CC[C@]2(C)C3CC[C@@]4(C)C(C[C@@H](O)[C@@H]4O)C3[C@@H](OC(C)=O)C[C@H]2C1 (stereo not given in full)	13%	9%	3%	-4	56%[activator]	x	-10%	-5%	x
CN1C[C@@H](NS(=O)(=O)N(C)C)C[C@@H]2c3cccc4c3c(cn4C)C[C@H]21	i	0%[19.4 µM]	x	x	-4%	x	x	x	-3%
O=C1NC(=O)N(Cc2ccc(F)cc2)C(=O)/C1=C\c1ccoc1	u	25µM*	u	-22	28µM*	u	22µM*	u	-2%
CN(C)c1ccc2c(c1)N=C(c1ccco1)OP2(=S)N1CCOCC1 (stereo not given)	-123%	-6%	20µM*	8	-1%	5%	-9%	x	-9%

Arranged by number of heavy atoms (descending): 3 of the compounds above
SMILES	RGS4 inhibitor	POLK inh	ALOX12 inh	LDHA inh	APE1 inh	Pol beta inh	POLH inh	ERG Ets-DNA blk	Anesthetic bind
CCCCCCn1c(=O)c(C(=O)Nc2cnccn2)c(O)c2ccccc21	-21%	-2%	11%	1	4%	-22%	-5%	-7%	-4%
CN1C[C@@H](NS(=O)(=O)N(C)C)C[C@@H]2c3cccc4c3c(cn4C)C[C@H]21	i	0%[19.4 µM]	x	x	-4%	x	x	x	-3%
O=C1NC(=O)N(Cc2ccc(F)cc2)C(=O)/C1=C\c1ccoc1	u	25µM*	u	-22	28µM*	u	22µM*	u	-2%

Next part.
SMILES	RGS4 inhibitor	POLK inh	ALOX12 inh	LDHA inh	APE1 inh	Pol beta inh	POLH inh	ERG Ets-DNA blk	Anesthetic bind
O=C(O)COc1cc(Cl)c(Cl)cc1Cl	x	-8%[60.1 µM]	-13%	x	2%	x	x	x	2%
CC[N+](CC)(CC)CCCCCCCCCC[N+](CC)(CC)CC	4%	-6%	-6%	-3	1%	11%	-1%	x	-3%
CCc1ccc(CN2CCCC(C(=O)c3sccc3C)C2)o1 (stereo not given)	-13%	13%	-14%	0	-3%	-2%	-6%	10%	-21%
O=C(Nc1ccc(F)c([N+](=O)[O-])c1)N1C[C@H]2C[C@@H](C1)c1cccc(=O)n1C2	13%[11.4 µM]	-5%	-21%	-3	-2%	0%	-8%	-7%	-1%
CN(C)c1ccc(NC(=O)CN2CCC(O)(c3ccccc3)CC2)cc1	3%	11%	-5%	3	22%	23%	-17%	21%	-1%
CN1C[C@H](C(=O)N[C@]2(C)O[C@@]3(O)[C@@H]4CCCN4C(=O)[C@H](Cc4ccccc4)N3C2=O)CC2c3cccc4[nH]cc(c34)C[C@H]21 (stereo not given in full)	-37%&-11%	6%&3%	u	-6&-12	-3%&-10%	x	-14%&-13%	0%&12%	x

In the list so far, these contain a carbonyl joined to an NH by a bond outside any ring:
SMILES	RGS4 inhibitor	POLK inh	ALOX12 inh	LDHA inh	APE1 inh	Pol beta inh	POLH inh	ERG Ets-DNA blk	Anesthetic bind
CCCCCCn1c(=O)c(C(=O)Nc2cnccn2)c(O)c2ccccc21	-21%	-2%	11%	1	4%	-22%	-5%	-7%	-4%
CC(C)CC(=O)Nc1ccc(S(=O)(=O)N2CC3CC(C2)c2cccc(=O)n2C3)cc1 (stereo not given)	12%	-20%	-10%	-8	15%	x	-5%	4%	x
COC(=O)C1=C(c2ccc(OC)c(OC)c2)C[C@@H]2CC[C@H]1N2C(=O)NCc1ccc(F)cc1	0%	-16%	-1%	0	38%	x	-10%	1%	x
CC(=O)Nc1ccc(S(=O)(=O)N2CCSC2c2ccc(C)cc2)cc1 (stereo not given)	15%	-5%	19%	-1	5%	-11%	-11%	-10%	u
O=C(Nc1ccc(F)c([N+](=O)[O-])c1)N1C[C@H]2C[C@@H](C1)c1cccc(=O)n1C2	13%[11.4 µM]	-5%	-21%	-3	-2%	0%	-8%	-7%	-1%
CN(C)c1ccc(NC(=O)CN2CCC(O)(c3ccccc3)CC2)cc1	3%	11%	-5%	3	22%	23%	-17%	21%	-1%
CN1C[C@H](C(=O)N[C@]2(C)O[C@@]3(O)[C@@H]4CCCN4C(=O)[C@H](Cc4ccccc4)N3C2=O)CC2c3cccc4[nH]cc(c34)C[C@H]21 (stereo not given in full)	-37%&-11%	6%&3%	u	-6&-12	-3%&-10%	x	-14%&-13%	0%&12%	x

Screens deposited in PubChem by National Center for Advancing Translational Sciences (NCATS).

These rows are one share of the data (hit frequency here may not be typical).
